Screens: PubChem BioAssay, several laboratories
ROMK primary = ROMK potassium channel modulators, primary screen, cell-based, thallium flux, MLSMR library | B-score at 10 µM | 2% of 130,000 active | Tet-inducible ROMK, thallium flux fluorescence; actives lie on both sides | ATP-sensitive inward rectifier potassium channel 1 (Homo sapiens), P48048;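 active = signal ratio slope over the read window, or its plate-corrected B-score, at least 3 SD from the plate mean, either direction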;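 also: B-score of the F/F0 ratio slope over 7 to 12 s after thallium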
Target sequence (P48048 whole entry, looked up): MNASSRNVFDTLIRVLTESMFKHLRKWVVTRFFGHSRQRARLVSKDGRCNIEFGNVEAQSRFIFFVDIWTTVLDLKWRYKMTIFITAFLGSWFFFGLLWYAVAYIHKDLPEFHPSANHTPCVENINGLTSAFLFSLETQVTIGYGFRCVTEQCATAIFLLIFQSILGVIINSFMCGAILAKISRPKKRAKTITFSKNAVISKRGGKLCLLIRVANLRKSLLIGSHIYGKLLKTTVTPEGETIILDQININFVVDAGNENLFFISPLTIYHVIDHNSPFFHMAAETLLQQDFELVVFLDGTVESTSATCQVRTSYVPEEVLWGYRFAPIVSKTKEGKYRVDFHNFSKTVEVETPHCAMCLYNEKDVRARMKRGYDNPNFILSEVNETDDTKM
NF-kB expr up = activators of NF-kB expression in neurons, primary screen, cell-based, HTS; human neuronal cells, NF-kB reporter expression; stronger effect = higher value; fold change at 12.5 µM; 1.6% of 190,000 active; in the data active = fold change above about 3.3
STAT1 act = STAT1 signaling activators, primary screen, cell-based, HTS, luciferase reporter; NIH 3T3 STAT1-luciferase reporter, IFN-gamma, luminescence; 100% = IFN-gamma alone, no compound; activation (% of control), % at 5.5 µM; 2.6% of 200,000 active; AID 932, 2007;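 active = activation above the screen-wide mean activation plus 3 SD, cut at about 130% in these data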;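 also: raw ratio to IFN-gamma control signal so 100% means no change and 0% no light; values of inactives mirror those of a sister screen read the other way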
FLuc act counter = FLuc activators, initial screening, artefact control for FLuc-dependent activation tests, biochemical, ATPlite luminescence. Luciferin 4-monooxygenase (Photinus pyralis), P08659. ATPlite luciferase biochemical, 10 min; 0 = ATP-free wells, 1 = DMSO control. activation factor at 10 µM. 200,000 tested, under 10 active;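 active = luciferase activation factor, scaled between plate controls, of at least 2 with compound at 10 µM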
Target sequence (P08659 whole entry, looked up): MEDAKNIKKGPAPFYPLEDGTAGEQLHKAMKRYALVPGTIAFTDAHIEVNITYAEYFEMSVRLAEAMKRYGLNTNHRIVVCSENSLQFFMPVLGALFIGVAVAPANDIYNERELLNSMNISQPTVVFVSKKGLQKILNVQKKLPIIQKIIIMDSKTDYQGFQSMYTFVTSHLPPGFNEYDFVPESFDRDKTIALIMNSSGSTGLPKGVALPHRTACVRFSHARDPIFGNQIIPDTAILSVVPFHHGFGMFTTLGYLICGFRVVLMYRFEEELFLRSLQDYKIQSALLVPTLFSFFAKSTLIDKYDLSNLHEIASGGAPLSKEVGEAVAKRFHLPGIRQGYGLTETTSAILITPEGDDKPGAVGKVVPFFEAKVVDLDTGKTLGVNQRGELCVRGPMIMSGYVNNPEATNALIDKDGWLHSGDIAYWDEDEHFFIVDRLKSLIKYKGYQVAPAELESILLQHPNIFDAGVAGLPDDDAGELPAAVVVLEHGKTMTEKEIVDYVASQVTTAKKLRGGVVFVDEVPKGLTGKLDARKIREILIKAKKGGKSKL
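Assay system: Luciferase/luciferin detection reagent, cell-free biochemical luciferase assay / Also added: ATP substrate / Schedule: 10 min at ambient temperature / Measured by: luminescence measurement of luciferase light output / Benchmarks: low control with PBS replacing ATP, high control enzyme plus ATP without compound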
FLuc inh counter = firefly luciferase enzyme inhibitors, primary screen, artefact control for luciferase-based inhibitor screens, biochemical, luminescence, ATPLite | Luciferin 4-monooxygenase (Photinus pyralis), P08659 | 10 min | inhibition, % at 10 µM | 1.5% of 200,000 active;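 active = inhibition above about 50% when tested at 10 µM, limit read from the data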
STAT3 act = IL-6 driven STAT3 reporter potentiators, primary screen, U3A cells, luciferase, luminescence, MLSCN library | IL-6 STAT3-luciferase reporter; 100% = signal with IL-6 EC80 alone | activation (% of control), % at 5.6 µM | 0.91% of 190,000 active | AID 871, 2007;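 active = activation above the screen-wide mean of compound activation plus 3 SD, cut at about 130% in these data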;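 also: 0% = background luminescence of wells with medium and substrate only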
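Assay system – human STAT1-deficient U3A cells with stable STAT3-luciferase reporter · Also added – IL-6 (33 ng/mL) · Schedule – compound 1 h, then IL-6 6 h at 37 °C · Technique – reporter luminescence signal · Evaluation – % activation versus median of IL-6-stimulated wells · Benchmarks – IL-6-only wells as 100% reference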
STAT1 blocker = STAT1 signaling inhibitors, primary screen, cell-based, HTS, luciferase reporter | NIH 3T3 STAT1-luciferase reporter, IFN-gamma, luminescence | inhibition, % at 5.5 µM | 0.35% of 200,000 active;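 active = inhibition above a set limit, the mean inhibition across all tested compounds plus 3 SD, cut at about 34% in these data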;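 also: 0% = IFN-gamma with DMSO and 100% = IFN-gamma with 300 µM nifuroxazide; values of inactives mirror those of a sister screen read the other way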
APP 5'UTR act = activators of APP 5'UTR luciferase reporter, primary screen, SH-SY5Y cells; 1% of 190,000 active; activation, % at 2 µM; SH-SY5Y APP 5'UTR luciferase reporter, luminescence; zero percent = DMSO vehicle wells;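 active = activation above a set limit, based on mean plus 3 SD of controls, cut at about 140% in these data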; also: values of inactives mirror those of a sister screen read the other way
STAT3 inh = IL-6 driven STAT3 reporter inhibitors, primary screen, U3A cells, luciferase, luminescence, MLSCN library. IL-6 STAT3-luciferase reporter; host cell line lacks STAT1. inhibition, % at 5.5 µM. 0.89% of 190,000 active;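 active = inhibition above the mean inhibition across all screened compounds plus 3 SD, cut at about 44% in these data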;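 also: 0% = DMSO only wells and 100% = 100 µM nifuroxazide control wells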
APP transl inh = inhibitors of APP translation via 5'UTR reporter, primary screen, APP 5'UTR luciferase, SH-SY5Y cells; inhibition, % at 2 µM; SH-SY5Y APP 5'UTR-luciferase reporter, luminescence; AID 1285, 2008; 0.82% of 190,000 active;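 active = inhibition above a set limit, derived from the sample mean plus 3 SD, cut at about 45% in these data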; also: values of inactives mirror those of a sister screen read the other way
Active calls of the source: *; / = no result given.

SMILES	ROMK primary	NF-kB expr up	STAT1 act	FLuc act counter	FLuc inh counter	STAT3 act	STAT1 blocker	APP 5'UTR act	STAT3 inh	APP transl inh
COc1cccc2cc(C(=O)C3=C(O)C(=O)N(CCN(C)C)C3c3ccc(F)cc3)oc12 (configuration not stated)	/	1.5	102	1.1	-6	102	-2	10	1	-10
FC(F)(F)c1cc(-c2ccccc2)nc(N2CCOCC2)n1	/	1.2	97	1.1	-7	98	4	12	6	-12
Cc1cccc(NC2SC(=O)N(CC(=O)O)C2=O)c1 (configuration not stated)	/	0.96	100	1	-3	102	-3	3	1	-3
S=C(Nc1ccccc1)N(CCN1CCOCC1)Cc1cccc(Cl)c1	0.5	/	93	1	-2	101	8	2	5	-2
Cc1cc(-c2ccccc2)nc(SC(C(=O)O)c2ccccc2)n1 (configuration not stated)	-0.36	1.2	105	1.1	-7	94	-8	-11	9	11
C=CCn1c(SCC(=O)Nc2ccccc2CC)nnc1-c1ccncc1	-0.36	1.1	93	1	-3	101	7	11	2	-11
CC(C)c1nnc(NC(=O)CSc2nnc(-c3ccco3)o2)s1	0.95	1.1	100	1	-3	91	-1	1	15	-1
COc1ccc(C(=O)CN2CCN(c3ccc(F)cc3)CC2)cc1OC	/	0.92	99	1.1	-6	101	1	-4	6	4
COc1cccc(OC)c1C(=O)NC(=S)Nc1cc(-c2nc3ccccc3[nH]2)ccc1Cl	-2.1	0.42	107	0.9	7	96	-8	6	9	-6
O=S(=O)(NCC(c1cccnc1)N1CCN(c2ccc(F)cc2)CC1)c1ccc(F)cc1 (configuration not stated)	/	1	95	1.1	-7	95	5	-7	11	7
O=[N+]([O-])c1ccc2nc(NCCCO)nc(-c3ccccc3)c2c1	0.2	0.98	104	1	-2	99	-4	-10	-1	10
O=C(Nc1cccc([N+](=O)[O-])c1)C12CC3CC(C1)CC(n1cnc([N+](=O)[O-])n1)(C3)C2	/	1.1	112	1.1	-5	106	-13	-11	-1	11
CC(=O)c1ccc(NC(=O)C(C)OC(=O)c2ccc3c(c2)nc(C)n3-c2ccccc2)cc1 (configuration not stated)	0.057	1.4	98	1	0	86	2	-20	18	20
CCCCC(=O)NC1(C(F)(F)F)C(=O)Nc2c1c(=O)n(C)c(=O)n2C (configuration not stated)	/	1.5	98	1	-4	103	2	-5	1	4
CC(=O)c1ccc(N2CCN(C(=O)C3CCN(S(=O)(=O)Cc4ccccc4)CC3)CC2)cc1	-0.022	1.1	95	1	0	97	6	-11	5	11
Cc1ccc(NC(=O)c2oc3ccc(S(=O)(=O)N4CCC5(CC4)OCCO5)cc3c2C)cc1C	0.025	0.34	96	1	1	95	4	3	14	-3
NC(=O)C1(N2CCCCC2)CCN(C(=O)CCCn2c(=O)[nH]c3ccsc3c2=O)CC1	/	1.4	/	1	-5	/	/	9	/	-8
CSc1nnc2c3c4c(sc3nc(-n3nc(C)cc3C)n12)COC(C)(C)C4	/	0.96	100	1.1	-8	101	0	-9	4	9
CCOC(=O)C(Sc1ncnc2c1sc1nc(N3CCOCC3)c3c(c12)CCCC3)c1ccccc1 (configuration not stated)	/	0.93	97	1.1	-5	91	3	-19	20	19
COc1ccc(C(=O)Nc2nc(C)cc(C)n2)cc1[N+](=O)[O-]	0.41	1.1	95	1	-2	101	6	6	4	-6
CC(C)NC(=O)CSCc1c(Cl)cccc1Cl	0.34	1.1	92	1	-4	92	9	-3	13	3
Cc1ccc(NC(=O)C2CC(=O)N/C(=N/N=C/c3ccco3)S2)cc1C (configuration not stated)	/	1.1	100	1.1	-7	104	0	7	-5	-7
CCN(CC)S(=O)(=O)c1ccc(NS(=O)(=O)CC23CCC(CC2=O)C3(C)C)cc1 (configuration not stated)	0.081	0.92	97	1.1	-5	99	4	-13	-2	13
Cc1cc(C(=O)COC(=O)CC2Sc3ccccc3NC2=O)c(C)n1-c1cccc(C(F)(F)F)c1 (configuration not stated)	-1.1	0.85	105	1.1	-7	110	-6	20	-12	-20
O=C(NCc1cccs1)c1cnc2ccccn2c1=O	/	1.3	95	1	-3	94	6	-5	13	6

Four consecutive compounds already listed, for reference:
SMILES	ROMK primary	NF-kB expr up	STAT1 act	FLuc act counter	FLuc inh counter	STAT3 act	STAT1 blocker	APP 5'UTR act	STAT3 inh	APP transl inh
C=CCn1c(SCC(=O)Nc2ccccc2CC)nnc1-c1ccncc1	-0.36	1.1	93	1	-3	101	7	11	2	-11
CC(C)c1nnc(NC(=O)CSc2nnc(-c3ccco3)o2)s1	0.95	1.1	100	1	-3	91	-1	1	15	-1
COc1ccc(C(=O)CN2CCN(c3ccc(F)cc3)CC2)cc1OC	/	0.92	99	1.1	-6	101	1	-4	6	4
COc1cccc(OC)c1C(=O)NC(=S)Nc1cc(-c2nc3ccccc3[nH]2)ccc1Cl	-2.1	0.42	107	0.9	7	96	-8	6	9	-6

(further entries)
SMILES	ROMK primary	NF-kB expr up	STAT1 act	FLuc act counter	FLuc inh counter	STAT3 act	STAT1 blocker	APP 5'UTR act	STAT3 inh	APP transl inh
Cc1ccc2nc(N3CCOCC3)c(C=O)c(=O)n2c1	0.17	1.1	103	1	4	106	-4	-3	0	3
O=C(CSc1ccccc1C(=O)O)c1ccc([N+](=O)[O-])cc1	1.5	1.2	99	1	2	96	-1	-5	10	5
O=S(=O)(N/N=C/c1ccc2c(c1)OCCO2)c1ccccc1	-0.45	1.3	100	1.1	-7	100	0	12	8	-12
CC(=O)c1ccccc1NS(C)(=O)=O	0.68	1.1	100	1	-2	109	-2	-3	-3	3
CCCCCC1CC(CC(=O)O)C(=O)O1 (configuration not stated)	0.84	1.1	103	1.1	-8	100	-3	-3	0	3
COc1ccc(CCNC(=O)/C(C#N)=C/c2ccc(OCC(=O)NCC3CCCO3)cc2)cc1OC (configuration not stated)	-2.3	0.84	97	1	-4	102	1	4	2	-4
CCOC(=O)c1sc(NN=C(C(=O)OC)C(=O)OC)c(C(=O)OCC)c1C	/	0.92	97	1	2	97	3	-11	8	11
CC(C)C[C@H](NC(=O)c1[nH]cnc1C(=O)N[C@H](C)c1ccccc1)C(=O)OC(C)(C)C	/	0.44	99	1	-2	/	3	7	/	-7
CCN1CCCC1CNCc1cccc(OC)c1OCc1ccccc1 (configuration not stated)	-0.13	1.1	98	1	-3	100	3	-1	0	0
COc1ccc(NC(=O)Cn2nc(C)c([N+](=O)[O-])c2C)cn1	-0.35	1	102	1	-4	96	-2	-15	12	15
CCOC(=O)Cn1c(=O)oc2cc(S(=O)(=O)N(C)Cc3ccco3)ccc21	/	1.1	105	1	0	107	-5	-8	0	8
O=C(Nc1ccc(N2CCOCC2)cc1)C1(c2ccc(Cl)cc2)CCC1	1.4	1.1	104	1	-4	99	-8	11	6	-11
COCCN1C(=O)C(CC(=O)Nc2ccc(C(=O)O)cc2)SC1=Nc1ccccc1 (configuration not stated)	1.3	1.3	97	1	1	100	2	3	4	-3
COC(=O)c1ccc(COc2ccc3c(C)c(C)c(=O)oc3c2C)o1	0.67	1.6	108	0.9	5	90	-8	-3	16	3
CCOCCOC(=O)c1ccc(-n2cnc(C)n2)nc1	-0.68	1.3	96	1	-5	101	4	-6	0	6
COc1ccc(-c2csc(NC(=O)c3ccc(OCC(=O)N4CCOCC4)c(OC)c3)n2)cc1	0.53	0.42	102	1	1	100	-2	-7	2	7
CCOC(=O)CC(=O)CSc1nnc2c(n1)[nH]c1ccccc12	/	1.5	103	1	-4	92	-3	57	13	-57
CCCC1=C(C(=O)OCC)C(c2ccc(O)cc2)n2ncnc2N1 (configuration not stated)	/	1.1	96	1	-4	94	5	-10	12	10
CC(C)Sc1nsc2nc(=O)c(/C=C3\C=Nc4ccccc43)c(N)n12	1	1.1	105	1	-4	79	-5	-12	26	12
COc1ccc2c(c1)Cc1sc(NC(=O)c3cccnc3)nc1-2	-0.71	0.71	92	1	1	89	7	25	15	-25
CC(C)(C)c1ccc(OCCCC(=O)Nc2ccc(S(N)(=O)=O)cc2)cc1	0.71	1.1	101	1	-3	109	-2	-5	-6	4
COc1ccc(Cc2[nH]n3c(=O)cc(C(C)C)nc3c2-c2ccccc2)cc1	0.02	0.61	82	1	-4	106	20	-13	3	13
Cc1cc(C(=O)NCCC2=CCCCC2)c(C)o1	-0.59	2.3	155*	0.8	16	93	-47	136*	12	-136
Cc1nn(C)cc1/C=N\NC(=O)c1ccc(Cn2cc(Cl)cn2)cc1	-0.31	1.2	104	1	1	104	-5	-10	-1	10
Cc1cc(=O)[nH]c(Nc2cccc(C(F)(F)F)c2)n1	/	0.93	102	1	-4	100	-2	-8	5	8

Further entries:
SMILES	ROMK primary	NF-kB expr up	STAT1 act	FLuc act counter	FLuc inh counter	STAT3 act	STAT1 blocker	APP 5'UTR act	STAT3 inh	APP transl inh
COc1ccc(/C=C(/C#N)C(=O)NC2CCCCC2)cc1Br	/	0.93	99	1.1	-6	87	2	15	22	-15
CCCCN(C(=O)CN1C(=O)C2CC=CCC2C1=O)c1c(N)n(CCC)c(=O)[nH]c1=O (configuration not stated)	0.35	1.1	102	1	-2	96	-3	2	10	-2
CC(NC(=O)CCCOc1ccc(Cl)cc1)c1ccccc1 (configuration not stated)	-1.2	1.2	97	1	-5	97	3	8	5	-8
CC(C1CC1)N(C(=O)c1ccccc1[N+](=O)[O-])c1ccccc1 (configuration not stated)	1	0.95	104	1.1	-8	102	-6	-8	0	8
O=C(/C=C/c1ccco1)Nc1cccc(-c2nc3ccccc3[nH]2)c1	/	0.52	119	0.9	15	100	-21	20	0	-20
O=C(O)C(Cc1ccccc1)n1c(=S)[nH]c2ccccc2c1=O (configuration not stated)	-0.057	1.1	106	1.1	-6	104	-5	-4	-4	4
CCC(=O)Nc1ccc(NC(=O)CSc2nnnn2-c2cccnc2)cc1C	0.61	1.1	99	1.1	-7	100	1	7	8	-7
CC1Cc2ccccc2N1C(=O)CSc1nc2ccccc2n1CC(=O)N1CCOCC1 (configuration not stated)	1	0.74	102	1	-4	109	-2	-3	-7	3
CCNC(=O)CSc1nnc(C2CC2)n1-c1ccccc1	/	0.98	100	1.1	-6	96	0	-6	7	6
CCCC1(c2ccccc2)NC(=O)N(CC(=O)Nc2sc(-c3ccccc3)cc2C(=O)OCC)C1=O (configuration not stated)	1.1	1	99	1	-1	91	-1	-8	11	8
COc1ccc(-c2noc(C3CCCN(C(=O)Nc4ccccc4)C3)n2)cc1 (configuration not stated)	1.6	0.77	120	1	-2	95	-23	65	10	-65

Only STAT1 act, for some of the entries so far:
mol	STAT1 act
CCC(=O)Nc1ccc(NC(=O)CSc2nnnn2-c2cccnc2)cc1C	99
CC1Cc2ccccc2N1C(=O)CSc1nc2ccccc2n1CC(=O)N1CCOCC1 (configuration not stated)	102
